p53 reactivation: qHTS assay for re-activators of p53 using a Luc reporter | H1299 p53-A138V BP100-luciferase reporter, luminescence, 24 h | Potency, µM (series often up to 92.2 µM), inactives show at the highest dose activity change, positive = activation, actives largely listed as activators | 320,000 tested, 0.063% active | AID 504706, 2011; further: % of control where 0% means no effect; nearly all actives have a fitted effect of over 45% in size
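H1299 (p53-null), stable ts p53-A138V + BP100-Luc; 1000 cells/well, Opti-MEM/10% FBS; cpd 4 pt, 1:5; 24 h, 37 deg C, 5% CO2; detection reagent 10 min RT; luminescence.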
Rab9 prom act: qHTS Assay for Rab9 Promoter Activators. Potency, µM (highest dose often 9.22 µM), for inactives: at the top dose activation, negative = inhibition, most hits filed as activators. AID 485297, 2010. Huh7 Rab9 promoter-luciferase reporter, luminescence, 24 h. 320,000 tested, 2.8% active; further: % of control where 0% means no effect; nearly all actives have a fitted effect of over 60% in size
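Cells were plated at 1500 per well in reduced-serum medium with 10% FBS and left 2 h. Compound in DMSO was then added for 24 h at 37 °C. Reporter signal was read by luminescence after 10 min with luciferase detection reagent.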
MBNL1-CUG inh: qHTS Assay for Inhibitors of MBNL1-poly(CUG) RNA binding | Muscleblind-like protein 1 (Homo sapiens), Q9NR56 | TR-FRET MBNL1-His/biotin-(CUG)12 binding, 665/545 ratio | Potency, µM (top dose mostly 57.5 µM), for inactives: at the top dose activity change, negative = inhibition, usual class: inhibitors | 280,000 tested, 0.036% active; active means well fitted inhibition curve with a large enough effect in the signal ratio, with a control signal flat, not every such curve was filed as active; inconclusive means small, poorly fitted or top-dose-only effect, or effect the other way, or a change in a side signal; inactive means no such curve, though single readings can be large or run the other way; the % refers to the signal ratio; further: on the % scale 0 is the no-effect control and ±100 the full control effect
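TR-FRET between His-tagged MBNL1 and biotin-(CUG)12 RNA, detected with Tb anti-His antibody (0.055 ng/ul) and streptavidin-XL665 (5 nM), 60 min at room temperature. Compounds titrated 92 nM to 58 uM; 665/545 nm ratio normalized to buffer and complex controls.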
FLuc modulator: qHTS profiling assay for firefly luciferase inhibitor/activator using purifed enzyme and Km concentrations of substrates (counterscreen for miR-21 project) | 360,000 tested, 6.9% active | Luciferin 4-monooxygenase (Photinus pyralis), P08659 | Potency, µM (highest dose often 57.5 µM), for the others: at the top dose activity change, negative = inhibition, most hits filed as inhibitors | AID 588342, 2011 | purified FLuc, Km substrates, luminescence inhibition;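 further: plate controls were vehicle for no effect and reference inhibitor for full effect; nearly all actives have a fitted effect of over 55% in size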
Target sequence (P08659 whole entry, looked up): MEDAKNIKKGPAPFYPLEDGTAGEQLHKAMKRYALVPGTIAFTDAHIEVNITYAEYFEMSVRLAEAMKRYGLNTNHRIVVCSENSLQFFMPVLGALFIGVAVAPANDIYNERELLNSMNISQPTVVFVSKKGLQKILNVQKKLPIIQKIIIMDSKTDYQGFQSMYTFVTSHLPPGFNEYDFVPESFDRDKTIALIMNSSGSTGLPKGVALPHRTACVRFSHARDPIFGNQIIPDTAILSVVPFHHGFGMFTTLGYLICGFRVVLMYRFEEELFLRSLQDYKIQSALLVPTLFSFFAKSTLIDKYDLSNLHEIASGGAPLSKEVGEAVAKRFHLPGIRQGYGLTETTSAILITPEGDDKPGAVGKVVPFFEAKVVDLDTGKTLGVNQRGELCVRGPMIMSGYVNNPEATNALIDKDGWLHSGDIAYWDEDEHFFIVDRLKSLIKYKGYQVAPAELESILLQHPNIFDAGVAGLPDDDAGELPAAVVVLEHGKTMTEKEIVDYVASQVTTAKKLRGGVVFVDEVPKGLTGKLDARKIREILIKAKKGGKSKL
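Biochemical qHTS of compounds, final roughly 60 µM downward over six points, against 10 nM purified firefly luciferase using Km concentrations of substrates (10 uM D-luciferin, 10 uM ATP) in Tris acetate pH 7.5 buffer; luminescence output.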
BRCA1 expr up: qHTS Assay to Identify Small Molecule Activators of BRCA1 Expression. AID 624202, 2012. 380,000 tested, 1.1% active. Potency, µM (top dose mostly 46.1 µM), without a hit: at the top dose activation, usual class: activators. MCF7-BRCA1-FFLuc reporter, luminescence, 48 h; response scale: scaled: vehicle 0%, 10 µM genistein 100%; further: nearly all actives have a fitted effect of over 80% in size; some results filed as inactive show a strong effect at the top dose
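Cells: MCF7-BRCA1-FFLuc, 2000/well. Exposure: 48 h, 37 °C, 5% CO2. Read: luminescence, 15 min post-substrate. Controls: genistein 10 microM (maximal activation), DMSO (neutral).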
RORg inh: qHTS for inhibitors of ROR gamma transcriptional activity; Nuclear receptor ROR-gamma (Mus musculus), P51450; Drosophila S2 Gal4-RORgamma UAS-luciferase reporter, 20 h; Potency, µM (titrated, usually from 53.6 µM), for inactives: at the top dose activity change, negative = inhibition, hits mostly inhibitors; 310,000 tested, 5.4% active; further: on the % scale 0 is the no-effect control and ±100 the full control effect; nearly all actives have a fitted effect of over 60% in size
Target sequence (P51450 whole entry, looked up, the tested form may be a part): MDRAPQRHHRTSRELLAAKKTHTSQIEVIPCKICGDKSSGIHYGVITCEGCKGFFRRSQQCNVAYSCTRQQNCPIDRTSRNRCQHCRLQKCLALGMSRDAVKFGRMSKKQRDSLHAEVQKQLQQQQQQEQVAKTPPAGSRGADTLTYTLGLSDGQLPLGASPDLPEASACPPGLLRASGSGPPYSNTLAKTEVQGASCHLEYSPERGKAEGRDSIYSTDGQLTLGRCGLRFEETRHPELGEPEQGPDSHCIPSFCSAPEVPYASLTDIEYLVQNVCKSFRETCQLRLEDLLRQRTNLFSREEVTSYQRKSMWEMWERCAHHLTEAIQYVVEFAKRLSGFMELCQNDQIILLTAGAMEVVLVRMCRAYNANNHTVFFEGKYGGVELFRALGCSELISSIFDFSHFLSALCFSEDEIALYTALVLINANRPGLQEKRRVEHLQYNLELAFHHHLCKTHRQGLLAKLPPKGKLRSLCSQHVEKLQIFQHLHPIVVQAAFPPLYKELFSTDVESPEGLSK
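Stably transfected Drosophila Schneider cells are the test system, with ROR gamma fused to Gal4 and luciferase under UAS control; luminescence is read after 20 hr of 700 uM copper sulfate induction at ambient temperature.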
VP16 counter: VP16 counterscreen qHTS for inhibitors of ROR gamma transcriptional activity; Drosophila S2 Gal4-VP16 UAS-luciferase, luminescence, 20 h; Potency, µM (doses to about 53.6 µM), inactives show at the highest dose activity, negative = inhibition, usual class: inhibitors; 310,000 tested, 3.5% active; AID 2546, 2010;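 further: Gal4-VP16 expression switched on by copper sulfate through the metallothionein promoter; on the % scale 0 is the no-effect control and ±100 the full control effect; nearly all actives have a fitted effect of over 50% in size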
uPA surface inh: qHTS for Inhibitors of Cell Surface uPA Generation; 330,000 tested, 0.31% active; cell surface uPA generation assay, qHTS; Potency, µM (series often up to 38.3 µM), for inactives: at the highest dose activity change, negative = inhibition, hits mostly inhibitors; active means well fitted inhibition curve with a large enough effect; inconclusive means small, poorly fitted or top-dose-only effect; inactive means no such curve, though single readings can be large or run the other way; tested in mouse RAW 264.7 cells; further: on the % scale 0 is the no-effect control and ±100 the full control effect; nearly all actives have a fitted effect of over 55% in size
NPC1 promoter act: qHTS Assay for NPC1 Promoter Activators; Potency, µM (titrated, usually from 9.22 µM), without a hit: at the highest dose activation, actives largely listed as activators; Huh7 NPC1 promoter luciferase reporter, 24 h; 320,000 tested, 2.4% active;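 further: % of control where 0% means no effect; nearly all actives have a fitted effect of over 60% in size; reporter is driven by a mutant NPC1 promoter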
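Compounds in DMSO were transferred onto Huh7 NPC1-luciferase reporter cells pre-incubated 2 h; after 24 h at 37 °C, Amplite reagent was dispensed and luminescence recorded 10 min later.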
ELG1 genotoxic: qHTS screen for small molecules that induce genotoxicity in human embryonic kidney (HEK293T) cells expressing luciferase-tagged ELG1 | HEK293T ELG1-luciferase reporter, luminescence, 16 h | Potency, µM (series often up to 46 µM), without a hit: top-dose activity change, positive = activation, usual class: activators | 330,000 tested, 1.3% active; further: % of control where 0% means no effect; nearly all actives have a fitted effect of over 60% in size
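After overnight (16 hr) compound treatment at 37 °C, ELG1-luciferase HEK293T cells were lysed with ONE-Glo; luminescence quantified 30 min later at room temperature.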
The depositor's hits bear a star; ? = inconclusive; . = not tested or not shown; [ ] = dose if it differs, or a comment. Unless noted, the call rests on the fitted dose curve; in most records, active means well fitted curve in the direction sought with a large enough effect; inconclusive means small, poorly fitted or top-dose-only effect, or another doubt; inactive means no such curve, though single readings can be large; an effect the other way counts as inactive or inconclusive. Potency means the concentration at half of the fitted maximal effect. Rows are unselected. About 13% of those tested had a hit in this group.

SMILES	p53 reactivation	Rab9 prom act	MBNL1-CUG inh	FLuc modulator	BRCA1 expr up	RORg inh	VP16 counter	uPA surface inh	NPC1 promoter act	ELG1 genotoxic
Nc1ccc(C(=O)OCC(=O)Nc2ccc([N+](=O)[O-])cc2C(F)(F)F)cc1	-8%	-8%	?	-1%	2%	22%	10%	10%	-1%	3%
CCOC(=O)C(NCCCCl)c1ccccc1 (stereo not drawn)	-4%	-2%	4%	-2%	-9%	?	10%	-2%	0%	0%
Cc1ccc(N(C(=O)c2nsc(Cl)c2Cl)C(C(=O)NC2CCCC2)c2ccc(O)cc2)cc1C (stereo not drawn)	9%	4%	.	2%	-87%[inhibitor]	?	?	13%	-4%	-9%
CC(C)Oc1ccc(C(CC(=O)O)NC(=O)Cc2ccccc2)cc1 (stereo not drawn)	1%	-3%	-1%	1%	11%	-3%	1%	0%	0%	0%
O=C(Nc1ccccc1C(F)(F)F)N1CCN(C(c2ccccc2)c2ccccc2)CC1	-1%	-4%	-12%	0%	3%	-31%	-20%	-1%	-4%	-6%
CC(C)(C)C1CCc2c(C(=O)NNC(=O)CCCC(=O)O)csc2C1 (stereo not drawn)	-3%	-2%	5%[11.5 µM]	17µM*	-31%	-15%	-22%	-1%	-2%	0%
COc1ccc(/C(C)=N/NC(=O)CNC(=O)/C=C\c2ccccc2)c(OC)c1	-23%	0%	7%	-1%	3%	17%	3%	?	-2%	1%
CCCc1nn2c(=O)cc(CSCC(=O)Nc3ccccc3OC)nc2s1	1%	-1%	0%	8%	-3%	5%	-2%	-1%	-2%	-1%
O=C(NCC1(c2ccccc2)CCCC1)C(=O)NCC1(c2ccccc2)CCCC1	-6%	4%	-16%	0%	-1%	4%	5%	4%	-3%	-3%
CCOC(=O)c1c(NC(=O)CSc2nnc(-c3c[nH]c4ccccc34)n2CCOC)sc2c1CCCC2	-3%	9%	-5%	0%	-63%	44%	-8%	?	3%	-3%
Cc1ccc(NC(=O)c2ccc(CNc3c(N4CCC(C)CC4)c(=O)c3=O)cc2)cc1	-5%	-2%	-9%	?	-4%	32%	-7%	-1%	-1%	2%
O=C(Nc1ccc(F)cc1)c1cccc(N2C(=O)C3C4C=CC(C4)C3C2=O)c1 (stereo not drawn)	-6%	6%	1%	7%	-18%	18%	0%	0%	-3%	0%
COc1cc(CN2CCN(c3ccccc3C)CC2)cc([N+](=O)[O-])c1O	-4%	-6%	?	0%	-4%	15%	-5%	2%	0%	1%
COc1ccc(C2(O)C(=O)Nc3ccccc32)cc1 (stereo not drawn)	-3%	-4%[1.84 µM]	-8%	-3%	-17%	7%	2%	-1%	-3%	-2%
COc1ccccc1C(=O)Nn1c(C)nc2ccccc2c1=O	-5%	-1%	4%	-1%	-24%	-16%	-3%	-8%	-2%	0%
O=C(COC(=O)c1ccccc1[N+](=O)[O-])Nc1cc(S(=O)(=O)N2CCOCC2)ccc1N1CCCC1	8%	16%	?	5%	-8%	-5%	-13%	-3%	-1%	-1%
CCOC(=O)c1ccc(NC(=O)CN2C(=O)CSC(C)C2=O)cc1 (stereo not drawn)	3%	-4%	?	17µM*	0%	21%	7%	-2%	-4%	1%
CC1CCCN(C(=O)NC2CC(=O)N(c3ccc4c(c3)OCCO4)C2)C1 (stereo not drawn)	6%	-1%	.	3%	-3%	.	.	14%	1%	1%
COc1ccc(NC(=O)C#Cc2ccccc2)cc1OC	-60%[inhibitor]	-1%	9%	?	-10%	2%	10%	-11%	-5%	-8%
CCCOc1ccc(C2c3c(oc4cc(C)c(C)cc4c3=O)C(=O)N2CCCN(C)C)cc1OCC (stereo not drawn)	-10%	-2%	?	6%	0%	5%	-1%	16%	-3%	-1%
CCCS(=O)(=O)N1CCCC(C(=O)NCCc2ccccc2)C1 (stereo not drawn)	5%	8%	0%	1%	22%	47%	3%	-1%	3%	3%
O=C(CCCOc1ccc(Cl)cc1Cl)N/N=C/c1ccccc1O	?	-27%	-18%	-18%	-83%[inhibitor]	8.9µM*	-83%	-9%	-15%	0%
COCC1CCN(C(=O)c2cc(COc3cc(C)c(Cl)c(C)c3)on2)C1 (stereo not drawn)	?	4.5µM*	1%	17µM*	?	19%	-12%	-3%	?	6%[9.26 µM]
COc1ccc(C(=O)/C=C/c2ccc(OC)c(Cn3nnc4ccccc43)c2)cc1	-7%	-6%	-1%	?	-97%[inhibitor]	37%	-16%	-9%	-1%	-4%
COc1ccc(C2C3=C(CC(C)(C)CC3=O)Nc3c2c(=O)[nH]c2nc(C)nn32)cc1 (stereo not drawn)	2%	-7%	-4%	7%	-11%	26%	0%	.	-1%	2%
COc1ccc(/C=N/Nc2ccccc2)cc1Cn1nc(C)c([N+](=O)[O-])c1C	-2%	2%	-2%	2%	-59%	42%	7%	4%	3%	14%
CC(=O)N1CCc2c(sc(NC(=O)C3CCCCC3)c2C(N)=O)C1	11%	4%	22%	-6%	2%	-26%	4%	-9%	3%	?
Cc1nc(=O)c(-c2ccccc2)c(C)n1-c1cccc(C(=O)O)c1	?	10%	-11%	-6%	2%	41%	7%	3%	8%	-13%
O=C(NCc1ccco1)c1cc(-c2ccc(Cl)cc2)on1	30%	?	-6%	-11%	35%	1%	15%	.	3.2µM*	16%
CC(C)(C)C1=Nn2c(nnc2C2CCCCC2)SC1	1%	0%	-23%	-2%	-16%	-15%	-2%	-14%	-2%	0%

The final 2 compounds of the section above are carried over, then new ones follow:
SMILES	p53 reactivation	Rab9 prom act	MBNL1-CUG inh	FLuc modulator	BRCA1 expr up	RORg inh	VP16 counter	uPA surface inh	NPC1 promoter act	ELG1 genotoxic
O=C(NCc1ccco1)c1cc(-c2ccc(Cl)cc2)on1	30%	?	-6%	-11%	35%	1%	15%	.	3.2µM*	16%
CC(C)(C)C1=Nn2c(nnc2C2CCCCC2)SC1	1%	0%	-23%	-2%	-16%	-15%	-2%	-14%	-2%	0%
CCN1C[C@@H]2[C@@H]3C(=O)N(C)C(=O)[C@@H]3[C@](CC)(C(=O)OC)N2C1=NC	4%	.	.	.	2%	.	.	0%	.	3%
Cc1ccc(S(=O)(=O)Nc2c(C)nc3nc(C)[nH]n3c2=O)cc1	-3%	5%	-24%	1%	-2%	9%	3%	4%	8%	4%
O=C(OCc1nc2ccsc2c(=O)[nH]1)c1ccco1	9%	-5%	.	9%	10%	.	.	-3%	0%	2%
O=C(NNc1ccccc1Br)C(O)(c1cccc(C(F)(F)F)c1)c1cccc(C(F)(F)F)c1	-13%	0%	-14%[11.5 µM]	3%	-87%	23%	?	-6%	-4%	-5%
CNC(=O)Cn1nc(-c2ccc(C)c(S(=O)(=O)N(C)C)c2)c2ccccc2c1=O	-23%	10%	4%	-1%	3%	-6%	-9%	4%	0%	-3%
CCOc1ccc(-n2cc(C(=O)N3CCC(C)CC3)c3cc(OC)c(OC)cc3c2=O)cc1	-5%	-1%	1%	-2%	-6%	?	-10%	3%	1%	-5%
COc1ccc(C(=O)NCC(=O)OCC(=O)Nc2ccc(C)c(S(=O)(=O)N(C)C)c2)cc1OC	6%	-5%	4%	-11%	16%	12%	6%	8%	-3%	3%
COc1ccc(CCNC(=O)Cn2nnc(-c3cccs3)n2)cc1OC	-12%	11%	5%	0%	23%	20%	-12%	8%	-3%	-2%
CCc1c(C)sc(NC(=S)Nc2nc(C)cc(C)n2)c1C(=O)OC	-5%	-2%	1%	-3%	-3%	-40%	7%	-8%	-2%	-9%
COc1ccc(-n2cnnc2SCC(=O)c2cc(C)n(Cc3cccs3)c2C)cc1	-1%	-1%	1%	?	68%	26%	4%	8%	1%	-4%
O=C(CNC(=O)C1CCCCC1)OCc1cc(=O)oc2ccc3ccccc3c12	-4%	-1%	7%	-2%	22%	-10%	?	0%	1%	1%
CC(C)c1ccc(NC(=O)COC(=O)/C=C/c2cccc([N+](=O)[O-])c2)cc1	3%	2%	6%	-6%	7%	?	-10%	2%	-2%	3%
O=C(CCN1C(=O)/C(=C/c2ccc(Cl)cc2)SC1=S)NC1C=CS(=O)(=O)C1 (stereo not drawn)	-4%	4%	4%	3%	0%	-37%	-5%	5%	-3%	-4%[9.26 µM]
COc1cc(OC)cc(C(=O)NC(=S)NNC(=O)Cc2cccs2)c1	-2%	-1%	106%[activator]	-5%	-18%	-7%	-22%	-10%	3%	0%
O=C(COC(=O)c1ccc(Br)o1)Nc1cccc(S(=O)(=O)N2CCCCCC2)c1	0%	-1%	-1%	-15%	-27%	1%	0%	-2%	-5%	-8%
COc1ccc(/C(O)=C2/C(=O)C(=O)N(CCN(C)C)C2c2ccc(C)cc2)cc1Cl (stereo not drawn)	-8%	3%	39%[activator]	-2%	7%	2%	-4%	-1%	7%	0%
Cc1ccc(NC2=NCC(=O)N2C2CCCC2)c(C)c1	0%	-5%	-11%	4%	2%	-16%	-7%	5%	-8%	0%
